JMJD2E inh – qHTS Assay for Inhibitors of Human Jumonji Domain Containing 2E (JMJD2E). Potency, µM (titrated, usually from 57.1 µM), for inactives: top-dose activity change, negative = inhibition, most hits filed as inhibitors. Lysine-specific demethylase 4E (Homo sapiens), B2RXH2. 1.6% of 230,000 active. JMJD2E catalytic domain, FDH-coupled NADH fluorescence (FDH is formaldehyde dehydrogenase); active = well fitted inhibition curve with a large enough effect, not every such curve was filed as active; inconclusive = small, poorly fitted or top-dose-only effect, or another doubt; inactive = no such curve, though single readings can be large or run the other way;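 also: 0% = wells with enzyme and -100% = buffer wells without enzyme; nearly all actives have a fitted effect of over 50% in size; many of its hits are not listed in these tables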
GoLoco inh red – qHTS Assay for Inhibitors of RGS12 GoLoco Motif Activity (Red Fluorophore) | Guanine nucleotide-binding protein G(i) subunit alpha-1 (Homo sapiens), P63096 | Gai1:RGS12 GoLoco peptide FP, rhodamine, 10 min | Potency, µM (titrated, usually from 61.6 µM), without a hit: top-dose activity, negative = inhibition, actives largely listed as inhibitors | 0.44% of 230,000 active | AID 880, 2007; active = well fitted inhibition curve with a large enough effect, not every such curve was filed as active; inactive = no such curve, though single readings can be large or run the other way; also: nearly all actives have a fitted effect of over 30% in size; many of its hits are not listed in these tables
TR SRC2 fluor cs – Total Fluorescence Counterscreen for Inhibitors of the Interaction of Thyroid Hormone Receptor and Steroid Receptor Coregulator 2; TRb/SRC2 Texas Red total fluorescence interference; Potency, µM (top dose mostly 106 µM), inactives show at the top dose fluorescence change, negative = quenching; 0.29% of 280,000 active; AID 1479, 2009; active = well fitted curve in either direction with a large enough effect; inconclusive = small, poorly fitted or top-dose-only effect
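Human TRβ ligand-binding domain (0.6 uM) and Texas Red SRC2 peptide (20 nM) in Tris buffer with 1 uM T3 and 5% DMSO were incubated with pinned compound for 5 hr at ambient temperature. Total fluorescence was computed as S + 2P (555/632 nm).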
RECQ1 inh – qHTS Assay for Inhibitors of RecQ-Like Dna Helicase 1 (RECQ1); ATP-dependent DNA helicase Q1 (Homo sapiens), P46063; RECQ1 DNA unwinding, red fluorescence kinetic read; Potency, µM (titrated, usually from 57.3 µM), for inactives: top-dose activity, negative = inhibition, usual class: inhibitors; 0.54% of 240,000 active; AID 2549, 2010;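 also: plate controls were vehicle for no effect and no enzyme for full effect; nearly all actives have a fitted effect of over 30% in size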
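RECQ1T1 50 nM; forked duplex (20 bp + 30-nt ss tails) 200 nM, ATP 2 mM final; pH 8.0, 2 mM MgCl2, 2.5 ug/ml poly(dI-dC); 15 min compound preincubation; discontinuous kinetic read over 2 h at RT.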
Tau ThT inhib – qHTS for Inhibitors of Tau Fibril Formation, Thioflavin T Binding. Microtubule-associated protein tau (Homo sapiens), P10636. recombinant tau K18 P301L, heparin-induced fibrillization, ThT fluorescence. Potency, µM (highest dose often 57.4 µM), without a hit: at the highest dose activity, negative = inhibition, usual class: inhibitors. 2.1% of 270,000 active. AID 1460, 2008; also: nearly all actives have a fitted effect of over 55% in size
Target sequence (P10636 561-689 P618L limits assumed): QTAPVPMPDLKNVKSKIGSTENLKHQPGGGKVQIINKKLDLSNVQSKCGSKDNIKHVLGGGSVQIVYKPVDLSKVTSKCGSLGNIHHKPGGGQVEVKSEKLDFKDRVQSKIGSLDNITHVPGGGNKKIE
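Fibril formation assay: tau K18 P301L at 15 uM with trace Alexa 594 label, heparin inducer 20 uM, pH 7 sodium acetate buffer, 37 C for 6 hr; endpoint ThT signal.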
Tau fibril FP – qHTS for Inhibitors of Tau Fibril Formation, Fluorescence Polarization; Microtubule-associated protein tau (Homo sapiens), P10636; K18 P301L tau heparin fibrillization, Alexa594 FP, 6 h; Potency, µM (series often up to 57.7 µM), without a hit: top-dose activity, negative = inhibition, most hits filed as inhibitors; 0.39% of 280,000 active; AID 1468, 2008; also: nearly all actives have a fitted effect of over 55% in size
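K18 P301L tau (15 uM unlabeled/0.24 uM Alexa 594-labeled, final) + compound + heparin 20 uM final; 100 mM NaOAc pH 7; 6 hr 37 C; ThT 30 uM final added, 1 hr RT; FP ex 555/em 632 nm.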
TRb SRC2 PPI – qHTS for Inhibitors of the Interaction of Thyroid Hormone Receptor and Steroid Receptor Coregulator 2 | Potency, µM (doses to about 106 µM), inactives show at the top dose activity change, negative = inhibition, actives largely listed as inhibitors | TRbeta-SRC2 peptide binding, fluorescence polarization; receptor liganded with 1 µM T3 | AID 1469, 2008 | 0.065% of 280,000 active;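 also: plate controls were bound peptide for no effect and peptide without receptor for full effect; nearly all actives have a fitted effect of over 50% in size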
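TRb LBD 0.6 uM + Texas Red SRC2 peptide 20 nM, 1 uM T3, Tris buffer w/ 5% DMSO; compound pinned, 5 h RT; FP read ex 555/em 632; normalized to unbound and bound controls.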
L3MBTL1 inh – qHTS Assay for the Inhibitors of L3MBTL1 | Lethal(3)malignant brain tumor-like protein 1 (Homo sapiens), Q9Y468 | AlphaScreen L3MBTL1–H3K9me1 peptide binding | Potency, µM (doses to about 57.1 µM), inactives show at the top dose activity, negative = inhibition, actives largely listed as inhibitors | 0.66% of 230,000 active | AID 485360, 2010; also: nearly all actives have a fitted effect of over 60% in size
Target sequence (Q9Y468 whole entry, looked up): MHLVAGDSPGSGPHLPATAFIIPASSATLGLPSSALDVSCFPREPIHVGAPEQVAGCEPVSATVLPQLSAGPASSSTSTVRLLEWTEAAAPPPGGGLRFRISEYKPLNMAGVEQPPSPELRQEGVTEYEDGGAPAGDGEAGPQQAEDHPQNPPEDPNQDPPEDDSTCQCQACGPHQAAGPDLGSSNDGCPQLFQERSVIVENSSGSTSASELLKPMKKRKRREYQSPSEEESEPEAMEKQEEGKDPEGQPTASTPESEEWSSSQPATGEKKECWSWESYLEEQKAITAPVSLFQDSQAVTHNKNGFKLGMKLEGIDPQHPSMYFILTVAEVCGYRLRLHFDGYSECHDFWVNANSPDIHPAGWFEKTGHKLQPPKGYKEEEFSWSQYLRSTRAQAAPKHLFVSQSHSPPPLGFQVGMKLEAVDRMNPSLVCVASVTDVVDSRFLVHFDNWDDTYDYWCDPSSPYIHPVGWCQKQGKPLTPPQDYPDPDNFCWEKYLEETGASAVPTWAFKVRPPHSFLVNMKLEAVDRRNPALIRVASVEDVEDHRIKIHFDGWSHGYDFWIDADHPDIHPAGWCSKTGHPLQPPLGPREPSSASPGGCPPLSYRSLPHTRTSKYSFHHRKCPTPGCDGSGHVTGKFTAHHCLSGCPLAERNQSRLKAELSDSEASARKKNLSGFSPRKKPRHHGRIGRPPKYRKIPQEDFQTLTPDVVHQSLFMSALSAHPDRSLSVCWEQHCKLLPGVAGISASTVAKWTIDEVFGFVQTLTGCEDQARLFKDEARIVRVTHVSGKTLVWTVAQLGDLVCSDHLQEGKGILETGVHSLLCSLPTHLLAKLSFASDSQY
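Read-out is AlphaScreen signal from streptavidin donor and nickel chelate acceptor beads (10 ug/mL final each) bridging L3MBTL1 (50 nM) and biotinylated K9-monomethylated H3(1-15) peptide (75 nM), after 30 min compound exposure at room temperature.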
Active calls of the source: *; i = inactive; ? = inconclusive; / = no result given; [ ] = another dose, or the depositor's remark. Unless noted, calls follow the shape of the dose curve; as a rule, active = well fitted curve in the direction sought with a large enough effect; inconclusive = small, poorly fitted or top-dose-only effect, or another doubt; inactive = no such curve, though single readings can be large; an effect the other way counts as inactive or inconclusive. Unless noted, % is scaled to controls: 0 for no effect and ±100 for the full control effect; potency is read from the fitted curve at half-maximal effect.

SMILES | JMJD2E inh | GoLoco inh red | TR SRC2 fluor cs | RECQ1 inh | Tau ThT inhib | Tau fibril FP | TRb SRC2 PPI | L3MBTL1 inh
CCC(=O)NCc1cc(-c2nn(C)c(=O)c3ccccc23)ccc1C | -3% | 0% | -3% | i | -5% | 1% | -7% | /
O=C(N/N=C/c1cccc(OC(=O)c2ccco2)c1)c1ccc(F)cc1 | 0% | 17% | -3% | -2% | ? | ? | 6% | 2%
CCC(CC)NCc1ccc2c(c1)c1ccccc1n2CC | 1% | -3% | 0% | i | 7% | 4% | -4% | 40%[activator]
CCCOc1ccc(C2NC(=O)NC(c3ccccc3)=C2C(C)=O)cc1OCC (stereo unspecified) | -7% | 11% | 2% | 9% | -10% | 0% | 3% | /
Cc1nc2ncnn2c(C)c1CCC(=O)NCc1ccccc1 | 1% | -7% | 4% | -3% | -14% | -10% | -3% | 3%
CCOC(=O)C1CCN(C(=O)c2ccc(SC)cc2OC)CC1 | 8% | -12% | -1% | 0% | 7% | 1% | -3% | /
Cc1ccc[n+](CC(=O)Nc2cccc([N+](=O)[O-])c2)c1 | 13% | 10% | 1% | -2% | -3% | 3% | -2% | 6%
Cc1cc(OC(=O)N2CCOCC2)cc(C)c1Cl | 2% | 3% | -3% | i | -8% | 4% | -12% | /
Cc1nn(-c2ncc(C(F)(F)F)cc2Cl)c(=O)n1-c1cccc(Cl)c1 | 0% | 18% | -5% | ? | -9% | 9% | -4% | /
CCN1C(=O)C(CC(=O)Nc2ccccc2)N(Cc2ccccn2)C1=S (stereo unspecified) | -1% | -7% | 0% | -3% | -2% | 1% | 2% | /
CCOC(=O)c1sc(NC(=O)COc2ncnc3ccccc23)c(C(=O)OCC)c1C | 0% | 16% | 0%[53 µM] | 1% | 13% | 10% | 8%[53 µM] | 4%
CC(C)(C)CC(=O)NC(=S)Nc1ccccc1C(F)(F)F | 1% | 2% | -1% | 0% | -2% | 1% | -11% | 2%
Cc1cc(N2CCN(Cc3nc(-c4ccc(F)cc4)oc3C)CC2)cc(C)n1 | -17% | -1% | -4% | -10% | -1% | 6% | -2% | -9%
O=C(NC1CCCCC1)C(c1ccccc1)N(C(=O)c1cccs1)c1ccc2c(c1)OCO2 (stereo unspecified) | 2% | 3% | -1% | -7% | -4% | 0% | -12% | 0%
Oc1ccc(C2N=C(c3ccccc3)NC(c3ccccc3)=N2)cc1 | 5% | 6% | 1% | -7% | 8% | -7% | -8% | /
CCN(CC)CCCN1C(=O)C(=O)/C(=C(/O)c2ccc(Cl)cc2)C1c1ccccn1 (stereo unspecified) | -22% | 2% | -1% | -7% | -6% | -2% | 3% | /
S=C(Nc1ccccc1Cl)N1CCCCCC1 | 3% | -53% | -1% | -14% | 1% | -1% | -4% | 9%
COc1ccc(-n2nc(C(=O)N3CCN(c4ccccc4OC)CC3)c3c4ccccc4n(C)c3c2=O)cc1 | / | / | -1% | / | 3% | 1% | 1% | /
COc1ccc(C2=NN(CN3C(=O)C(=O)c4ccccc43)C(c3cccc([N+](=O)[O-])c3)C2)cc1 (stereo unspecified) | -7% | 5% | -3% | 7% | ? | 13% | -1% | -27%
O=C(O)c1ccc(Cl)c(S(=O)(=O)NCc2ccco2)c1 | 7% | 1% | 0% | -1% | -1% | 12% | 5% | -6%

Some of the entries so far, tab-delimited.
structure	JMJD2E inh	GoLoco inh red	TR SRC2 fluor cs	RECQ1 inh	Tau ThT inhib	Tau fibril FP	TRb SRC2 PPI	L3MBTL1 inh
Cc1cc(N2CCN(Cc3nc(-c4ccc(F)cc4)oc3C)CC2)cc(C)n1	-17%	-1%	-4%	-10%	-1%	6%	-2%	-9%
O=C(NC1CCCCC1)C(c1ccccc1)N(C(=O)c1cccs1)c1ccc2c(c1)OCO2 (stereo unspecified)	2%	3%	-1%	-7%	-4%	0%	-12%	0%
Oc1ccc(C2N=C(c3ccccc3)NC(c3ccccc3)=N2)cc1	5%	6%	1%	-7%	8%	-7%	-8%	/
CCN(CC)CCCN1C(=O)C(=O)/C(=C(/O)c2ccc(Cl)cc2)C1c1ccccn1 (stereo unspecified)	-22%	2%	-1%	-7%	-6%	-2%	3%	/
S=C(Nc1ccccc1Cl)N1CCCCCC1	3%	-53%	-1%	-14%	1%	-1%	-4%	9%
COc1ccc(-n2nc(C(=O)N3CCN(c4ccccc4OC)CC3)c3c4ccccc4n(C)c3c2=O)cc1	/	/	-1%	/	3%	1%	1%	/
COc1ccc(C2=NN(CN3C(=O)C(=O)c4ccccc43)C(c3cccc([N+](=O)[O-])c3)C2)cc1 (stereo unspecified)	-7%	5%	-3%	7%	?	13%	-1%	-27%
O=C(O)c1ccc(Cl)c(S(=O)(=O)NCc2ccco2)c1	7%	1%	0%	-1%	-1%	12%	5%	-6%

(cont.)
SMILES | JMJD2E inh | GoLoco inh red | TR SRC2 fluor cs | RECQ1 inh | Tau ThT inhib | Tau fibril FP | TRb SRC2 PPI | L3MBTL1 inh
C=CCN(C(=O)CSc1nc2[nH]ncc2c(=O)n1-c1ccccc1OC)c1ccccc1 | -4% | 21% | -3% | 17% | ? | -4% | -5% | -8%
COc1ccc(NC(=O)Nc2ccccc2SC)c(OC)c1 | -11% | 17% | -1% | i | -6% | -13% | 13% | -10%
CCc1ccc(NC(=O)c2ccc(F)c(S(=O)(=O)NC3CCCCCC3)c2)cc1 | / | / | 0% | / | 3% | ? | 2% | /
CSc1ccc(CN2C(=O)NC3(CCCCCC3)C2=O)cc1 | 0% | 3% | -2% | -3% | 0% | -5% | 3% | /
Cc1ccc(-c2nnc(-c3ccc4c(c3)OCO4)o2)cc1 | ? | -12% | -1% | i | ? | -7% | 2% | 1%
CNC(=S)N(C)c1ccccc1 | -4% | 16% | -9% | i | -10% | 5% | -7% | 31%[activator]
O=C(Cc1ccc(Cl)cc1)Nc1ccc(NC(=O)c2ccccc2)cc1 | -4% | 14% | 1% | -5% | -3% | -13% | 1% | 1%
CCOc1ccc(S(=O)(=O)NCCC(=O)OCC(=O)N2CC(=O)Nc3ccccc32)cc1 | 14% | 3% | 6% | -4% | -1% | -1% | -4% | 8%
NC1=NS(=O)(=O)NC1c1ccc(F)cc1 (stereo unspecified) | 0% | -4% | -3% | i | 1% | 14% | -1% | /
O=C(COc1ccccc1)Nc1nnc(S(=O)(=O)N2CCCCCC2)s1 | / | / | -27% | / | ? | -12% | 0% | -3%
COc1ccccc1C1CCN(c2ccc(CO)cc2[N+](=O)[O-])CC1 | -28% | 3% | -2% | -4% | 14µM* | -1% | 1% | -20%
CC(C)(C)N(Cc1ccccc1)C(=O)c1ccc2c(c1)OCCO2 | 4% | -10% | -1% | -17% | -8% | 1% | -2% | 9%
CCOc1ccc(OCC)c(S(=O)(=O)NNC(=O)c2c(C)nc3ccccn23)c1 | 5% | 11% | 0% | -1% | -3% | -7% | 2% | 1%
COc1ccc(CCNC(=O)Cn2nnc(-c3cccs3)n2)cc1OC | 0% | 5% | 0% | -2% | -8% | -2% | -3% | 5%
Nc1cccnc1Oc1ccc(F)cc1F | 6% | 6% | -8% | -1% | -4% | 4% | 0% | -1%
COc1ccc2c(c1)C(=O)[C@H](OC(=O)N[C@H](C)C1CCCCC1)[C@@H](c1ccc(OC)c(Br)c1)O2 | -27% | 2% | 1% | i | -6% | 3% | 5% | /
COc1cccc(CN2CCN(c3nc4nonc4nc3N3CCCCC3)CC2=O)c1 | -5% | 5% | -2% | i | -5% | 5% | 1% | -4%
CS(=O)(=O)N1CC(C(=O)NC2CCCC2)Oc2ccc(Cl)cc21 (stereo unspecified) | 0% | -14% | -3% | -8% | -6% | 1% | 0% | -1%
Cc1ccc2c(CC(=O)N3CCN(S(=O)(=O)c4cccs4)CC3)coc2c1 | -6% | -3% | -2% | -13% | -11% | 4% | -15% | /
CN(Cc1cc2cc(F)ccc2[nH]1)Cc1nc(-c2cnccn2)no1 | 4% | 1% | -5% | 4% | -5% | -7% | -8% | 4%
CCN(CC)c1ccc(NC(=O)CN2CCN(S(=O)(=O)c3ccc(C(C)C)cc3)CC2)cc1 | / | / | 0% | / | ? | 9% | 0% | /
Cc1cc(C)c(NC(=O)CCCC(=O)O)c(Cl)c1 | 2% | 7% | -1% | i | -5% | 4% | -3% | /
COc1cc(/C=N/Nc2ccccn2)ccc1O | -7% | 4% | -5% | -11% | ? | 1% | 4% | -17%
CCC(C)n1c(S(=O)(=O)O)nc2ccccc21 (stereo unspecified) | -1% | 9% | -2% | -5% | -6% | -10% | -3% | /
c1ccc(Cn2c(-c3ccco3)nc3nc4ccccc4nc32)cc1 | ? | 14% | -2% | -11% | -14% | -5% | 1% | 10%
CCC(Oc1ccccc1)C(=O)Nc1ccc(OCc2cc(=O)n3ccc(C)cc3n2)cc1 (stereo unspecified) | / | / | 1% | / | 5% | -11% | 9% | /
CCOc1ccc(Nc2nc(N)c([N+](=O)[O-])c(NCc3ccccc3)n2)cc1 | 12% | -1% | 0% | -10% | ? | 14% | 0% | -10%

Screening data (PubChem)

The list is partial. The share of hits here may be higher or lower than overall.
